Compound activity as filed in PubChem.
TPT1 inhibitor: Candida albicans TPT1 enzyme inhibitors, primary screen, biochemical, fluorescence polarization. recombinant caTPT1, FP RNA substrate dephosphorylation. inhibition, % at 5 µM. 0.81% of 300,000 active. AID 1962, 2009;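 active = inhibition above the mean of all tested compounds plus 3 SD, set per screening campaign, cut at about 24% in these data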;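 note: plate controls were DMSO alone for no effect and ferristatin control at 100 nM for full effect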
ZTA DNA inh: counter-screen for EBNA-1 inhibitors: inhibitors of Epstein-Barr virus ZTA; P03206; ZTA-DNA binding, fluorescence polarization; inhibition, % at 11 µM; 0.15% of 320,000 active; AID 2234; in the data active = inhibition above about 33%
Target sequence (P03206 whole entry, looked up): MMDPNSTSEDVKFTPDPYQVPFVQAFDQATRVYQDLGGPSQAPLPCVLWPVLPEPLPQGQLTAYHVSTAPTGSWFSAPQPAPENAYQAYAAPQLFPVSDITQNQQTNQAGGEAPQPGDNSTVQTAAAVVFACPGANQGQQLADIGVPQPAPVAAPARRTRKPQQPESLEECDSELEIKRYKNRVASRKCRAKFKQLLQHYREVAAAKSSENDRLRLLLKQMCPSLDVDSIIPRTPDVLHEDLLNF
CR mimetic SO: reduction of superoxide in aged yeast, primary screen, HTS. superoxide response (% of plate mean), % at 10 µM. AID 2690, 2010. S. cerevisiae aged cells, superoxide DHE fluorescence; hits give low values. 0.18% of 330,000 active;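 active = superoxide response under a set limit, about three screen SD below normal, cut at about 65% in these data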;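 note: yeast aged for seven days with compound at 30 °C before DHE staining; 100% = average MFI of all compound-treated wells on the plate with controls excluded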
core dimer inh: inhibitors of HCV core protein dimerization, primary screen, biochemical, TR-FRET, high-throughput. inhibition, % at 5 µM. TR-FRET GST/Flag-core106 dimerization, 1536-well. 0.33% of 300,000 active;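 active = inhibition above the mean of all tested compounds plus 3 SD, set per screening campaign, cut at about 45% in these data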
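test system = GST/Flag-tagged HCV core106 proteins | probe or stimulus = Eu donor and XL665 acceptor anti-tag antibodies | times = compound-protein-antibody incubation 4 h at 22.5 °C | signal = TR-FRET, excitation 340 nm, emission 617 and 671 nm | measure = percent inhibition of core106 dimerization signal | controls = wells lacking GST-core106 and wells with excess unlabelled core106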
CTSL1 counter: Fasciola hepatica cathepsin L1 inhibitors, primary screen, counter-screen for PFM18AAP inhibitor project, biochemical, QFRET, fluorogenic peptide substrate | recombinant F. hepatica cathepsin L1, Z-Leu-Arg-MCA fluorescence | inhibition, % at 5.96 µM | 0.49% of 300,000 active | AID 1906, 2009;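 active = inhibition above the mean of all tested compounds plus 3 SD, set per screening campaign, cut at about 17% in these data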;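 note: 0% = plate median of test compound wells and 100% = 1 µM Z-Phe-Ala-diazomethylketone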
PP5 primary: PP5 phosphatase inhibitors, primary screen, biochemical, fluorescence; 0.18% of 320,000 active; inhibition, % at 6.7 µM; Serine/threonine-protein phosphatase 5 (Homo sapiens), P53041; purified PP5c, OMFP substrate fluorescence;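 active = inhibition above the campaign's mean inhibition across all tested compounds plus 3 SD, cut at about 9.5% in these data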;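 note: 0% = DMSO only and 100% = 100 µM cantharidin control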
GASC-1 inh: inhibitors of GASC-1 histone demethylase, primary screen, biochemical, fluorescence, DELFIA europium. Lysine-specific demethylase 4C (Homo sapiens), Q9H3R0. GST-JMJD2C(1-420) H3K9me3 demethylation. inhibition, % at 2.35 µM. 0.069% of 330,000 active;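 active = more than half of a compound's replicate wells show inhibition beyond 50%, single wells judged on their own value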;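 note: signal counts dimethyl H3K9 product captured on neutravidin plate; 0% = median of DMSO wells and 100% = 0.3 times that DMSO median; strong numbers were not always called active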
Target sequence (Q9H3R0 1-420 limits assumed): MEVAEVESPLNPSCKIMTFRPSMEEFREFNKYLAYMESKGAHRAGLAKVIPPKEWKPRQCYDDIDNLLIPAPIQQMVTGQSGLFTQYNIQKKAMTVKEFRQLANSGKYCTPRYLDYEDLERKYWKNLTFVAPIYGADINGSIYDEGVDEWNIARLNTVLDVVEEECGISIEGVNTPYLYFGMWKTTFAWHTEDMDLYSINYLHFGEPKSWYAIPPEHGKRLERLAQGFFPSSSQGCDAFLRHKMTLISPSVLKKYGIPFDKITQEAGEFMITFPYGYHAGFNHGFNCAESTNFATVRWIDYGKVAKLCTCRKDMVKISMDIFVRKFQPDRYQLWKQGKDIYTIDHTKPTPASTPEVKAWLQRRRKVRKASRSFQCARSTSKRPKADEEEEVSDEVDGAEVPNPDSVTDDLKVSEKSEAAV
EBNA-1 inh: EBNA-1 DNA-binding inhibitors, primary screen, biochemical, fluorescence polarization; 0.34% of 300,000 active; inhibition, % at 14.8 µM; in the data active = inhibition above about 28%
PP1 counter: PP1-alpha phosphatase inhibitors, primary screen, counter-screen for PP5 inhibitor project, biochemical, fluorescence, OMFP substrate, single point. Serine/threonine-protein phosphatase PP1-alpha catalytic subunit (Homo sapiens), P62136. purified PP1alpha. inhibition, % at 6.7 µM. 0.9% of 320,000 active. AID 2235, 2010;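 active = inhibition above the mean inhibition of all tested compounds plus 3 SD, computed separately for each screening campaign, cut at about 15% in these data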
Target sequence (P62136 whole entry, looked up): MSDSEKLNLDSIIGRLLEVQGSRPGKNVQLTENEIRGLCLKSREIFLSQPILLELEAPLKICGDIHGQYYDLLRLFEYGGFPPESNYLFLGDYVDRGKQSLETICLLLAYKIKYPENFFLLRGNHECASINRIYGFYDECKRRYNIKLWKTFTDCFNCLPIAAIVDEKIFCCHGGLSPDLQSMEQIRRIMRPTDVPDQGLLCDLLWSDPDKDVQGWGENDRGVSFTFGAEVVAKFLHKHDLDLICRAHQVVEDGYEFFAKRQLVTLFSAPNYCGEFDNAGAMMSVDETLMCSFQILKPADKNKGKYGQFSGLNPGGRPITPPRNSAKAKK
Starred values were filed as active, the others as inactive; · = no result given; & = joins results of further samples.

Second line of a record: GASC-1 inh, CTSL1 counter, ZTA DNA inh, CR mimetic SO, core dimer inh, EBNA-1 inh, PP1 counter, TPT1 inhibitor, PP5 primary
> COc1ccccc1-n1c(-c2ccccc2F)nc2ccccc2c1=O
 : -11, 3, -5, 129, -13, 5, 6, -3, -0.2
> Cc1nc2ccc(N3CCN(C)CC3)cc2nc1C
 : 14, -5, -15, 105, 8, -6, 1, -4, 3.7
> CCC(=NCCc1ccccc1)c1c(O)n(C)c(=O)n(C)c1=O
 : 8, 1, -8, 105, -3, -16, 2, 2, -1.5
> O=C(O)c1ccccc1NC(=O)N1C[C@H]2C[C@@H](C1)c1cccc(=O)n1C2
 : -5, -7, 10, 124, 0, -6, -6, -3, 5.1
> CCOc1ccc(-n2c(O)c(C=Nc3ccc(N4CCOCC4)cc3)c(=O)[nH]c2=O)cc1
 : -1, 0, 12, 98, 3, -8, 0, 13, 2.5
> N#Cc1ccc(NC(=O)CN2CCCC2)cc1Cl
 : -8, 2, -7, 96, -1, -4, 3, 0, 1.6
> COc1ccccc1CN1CCN(Cc2ccc(Cl)cc2)CC1
 : 0, -2, 1, 94, -4, 1, 0, 0, 3.3
> COc1ccc(C(=O)O/N=C(/C(N)=O)P(=O)(OC(C)C)OC(C)C)cc1
 : 1, -4, 4, 106, 3, -6, 5, 0, -0.2
> COc1ccc2cc(C(=O)C3CCCN(C4CCOCC4)C3)ccc2c1 (stereo unspecified)
 : 5, -6, -2, 112, 2, -7, -5, 0, -1.5
> COc1ccccc1N=Cc1c(O)n(C)c(=O)n(C)c1=O
 : -1, 5, 18, 100, -4, 2, 0, -2, -2.0
> CCCCCCC(=O)c1c(O)n(-c2ccc(OC)cc2)c(=O)[nH]c1=O (tested in a mixture with another compound)
 : -1, 2, 9, 119, 3, -5, 0, 2, 3.2
> COC(=O)C1=C(c2ccc3ccccc3c2)C[C@@H]2CC[C@H]1N2C(=O)NC1CCCCC1
 : -6, ·, -8, 93, ·, ·, -3, ·, 2.1
> COc1ccc(NC(=O)c2cn(CCC#N)nc2-c2ccc([N+](=O)[O-])cc2)cc1
 : 0, 2, 4, 87, 1, 15, 3, -1, 3.0
> Cc1ccc2[nH]c3c(c2c1)CN(C(=O)CN1C[C@H]2C[C@@H](C1)c1cccc(=O)n1C2)CC3
 : ·, -3, -13, 86, 5, 8, 0, -4, 1.1
> O=C(N/N=C1/CN2CCC1CC2)c1cccc(O)c1
 : -3, 4, -10, 108, -6, -3, 7, -3, 2.5
> O=C1Nc2ccccc2C(c2ccccc2)=NC1O (stereo unspecified)
 : -2, -1, -12, 95, -4, -5, 1, -2, 3.6
> C=CCn1c(O)c(C(CC)=Nc2cc(OC)ccc2OC)c(=O)[nH]c1=O
 : 5, 3, 2, 124, 4, 0, 2, -1, 2.2
> COc1ccc(-c2nc3ccccc3c(=O)n2-c2ccc(OC)cc2)cc1
 : -3, -5, 3, 92, 1, 7, -4, -3, -0.2
> CN(C)CCN(CC1CCCN(Cc2ccccc2F)C1)C(=O)Cc1ccccc1F (stereo unspecified)
 : -2, 14, -6, 111, -15, -12, -9, 0, -5.4
> CC1(C)COC(Nc2ccc(Cl)cc2)=N1
 : 1, 0, -16, 104, -1, -4, -2, 0, 0.3

Of the compounds above, 3 contain a Cl atom.
Second line of a record: GASC-1 inh, CTSL1 counter, ZTA DNA inh, CR mimetic SO, core dimer inh, EBNA-1 inh, PP1 counter, TPT1 inhibitor, PP5 primary
> N#Cc1ccc(NC(=O)CN2CCCC2)cc1Cl
 : -8, 2, -7, 96, -1, -4, 3, 0, 1.6
> COc1ccccc1CN1CCN(Cc2ccc(Cl)cc2)CC1
 : 0, -2, 1, 94, -4, 1, 0, 0, 3.3
> CC1(C)COC(Nc2ccc(Cl)cc2)=N1
 : 1, 0, -16, 104, -1, -4, -2, 0, 0.3

The results go on.
Second line of a record: GASC-1 inh, CTSL1 counter, ZTA DNA inh, CR mimetic SO, core dimer inh, EBNA-1 inh, PP1 counter, TPT1 inhibitor, PP5 primary
> CN1CCN(c2ccccc2N)CC1
 : 25, -5, 12, 93, -3, 1, -2, -6, -0.5
> Cc1cc(/C=C2\C(=O)NC(=O)N(Cc3ccccc3)C2=O)c(C)n1C1CC1
 : 13, -1, -11, 96, 6, 13, -2, 5, 3.3
> O=c1[nH]c(O)c(C=Nc2cccc(F)c2)c(=O)[nH]1
 : 8, 5, -3, 101, -9, -17, 4, -1, 0.7
> CCn1c(O)c(C=Nc2ccc(S(N)(=O)=O)cc2)c(=O)n(CC)c1=S
 : 6, -2, 4, 98, 0, 7, 1, 20, -2.3
> O=C1CC2OCC=C3CN4CCC56c7cc([N+](=O)[O-])ccc7N1C5C2C3CC46 (stereo unspecified)
 : 9, 4, 9, 106, 0, 14, 5, -2, 0.8
> CC(N)Cc1ccccc1Sc1ccc(O)cc1 (stereo unspecified)
 : 7, -1, 6, 98, -2, -1, -5, -1, 4.4
> COc1ccc(-[n+]2c(-c3ccccc3)cc(-c3ccc(C)cc3)cc2-c2ccccc2)cc1
 : -11, -1, 8, 91, -8, -8, 4, 0, 2.5
> CC1(C)C(C(=O)NN2C(=O)c3ccccc3C2=O)C1(C)C
 : 4, -1, -11, 106, -3, -2, -3, 4, -1.1
> O=[N+]([O-])[N-][n+]1cnn(Cc2ccccc2)c1
 : 4, 0, 1, 86, 3, 3, 11, 4, -0.1
> O=C(Nc1cccc(C(F)(F)F)c1)OC1CN2CCC1CC2 (stereo unspecified)
 : 7, -2, -1, 104, -7, 11, -2, -2, -1.8
> O=C1C2CCCN2C(c2ccccc2)N1c1ccccn1 (stereo unspecified)
 : -3, 4, -3, 101, 0, -6, -1, 1, 1.0
> O=c1[nH]c(O)c(C=Nc2ccccc2[N+](=O)[O-])c(=O)[nH]1
 : -7, 1, -11, 96, -15, 0, 6, 3, 3.4
> Cc1sc2ncnc(N3CCC(C(=O)Nc4ccc(C#N)c(Cl)c4)CC3)c2c1C
 : -5, 2, -2, 102, 3, -2, 6, 0, 0.8
> COc1ccc(C(C)=O)cc1CN1CC=C(c2ccccc2)CC1
 : -2, -2, 4, 102, 9, -15, -8, 0, -0.1
> CCCCCCNC(=O)N[C@H](Cc1ccc(O)cc1)C(=O)NCCC[C@H]1CN2C(=NC[C@H]2CCC)N1CC1CCC1
 : -8, -2, -26, 105, -17, -2, 6, -2, 1.8
> Cc1cccc(-c2nc3ccccc3c(=O)n2-n2cccc2)c1
 : -9, 2, 2, 98, 0, -3, 0, 3, 3.6
> CNc1ccc2oc(C[C@H]3O[C@@]4(CC[C@H]3C)O[C@H]([C@H](C)C(=O)c3ccc[nH]3)[C@H](C)C[C@H]4C)nc2c1C(=O)O
 : 18, 4, 15, 113, 19, 0, 17*, 3, 4.6
> COP(=O)(OC)C1(O)C(=O)Nc2ccc(Br)cc21 (stereo unspecified)
 : 4, -1, -12, 95, 0, 5, 0, -5, 1.7
> O=S(=O)(c1ccccc1)N1CC1c1ccccc1 (stereo unspecified)
 : 0, 0, -7, 95, -2, -9, 0, 1, 1.8
> O=C1C=C2C=C[C@H]3C[C@]2(O1)[C@@H]1CCCCN13
 : -22, 0, -3, ·, -5, -7, -1, -3, 2.5

(list continues)
Second line of a record: GASC-1 inh, CTSL1 counter, ZTA DNA inh, CR mimetic SO, core dimer inh, EBNA-1 inh, PP1 counter, TPT1 inhibitor, PP5 primary
> O=C1Nc2ccccc2/C1=C/c1nc2ccccc2c(=O)n1-c1ccc(O)cc1
 : 6, 3, 1, 99, 8, -9, 1, -1, -0.6
> O=c1c2ccccc2nc(Cc2ccccc2)n1-c1ccccc1O
 : 5, 2, -10, 96, -3, -1, -2, -2, 0.5
> COc1cccc(C2C([N+](=O)[O-])=C(N)Oc3c2c(=O)oc2ccccc32)c1 (stereo unspecified)
 : -4, 5, -5, 103, -3, 11, 9, -2, 0.9
> CCN(CC)c1ccc(N=Cc2c(O)n(-c3cc(OC)ccc3OC)c(=O)[nH]c2=O)cc1
 : -26&-2, 1, 34*, 90, -4, -17, -1, 93*, 2.9
> Cn1c2ccccc2c2cnn(CC(=O)N3CCC4(CC3)OCCO4)c(=O)c21
 : 9, -2, -2, 99, -3, 1, -3, 1, 0.4
> O=C(c1cccs1)N1C2CCC1CC(O)(c1cccnc1)C2 (stereo unspecified)
 : 34, -5, -11, 85, -2, -5, 1, -4, -0.1
> O=C1NC(=S)N(c2ccc(Cl)cc2)C(=O)/C1=C/N1CCN(C(=O)c2ccco2)CC1
 : 15, 5, -8, 102, 2, -9, 1, 39*, 0.4
> CCCN(CC#CCOc1ccc(OC)cc1)CCC
 : 8, 0, 13, 107, -1, 6, 0, -1, -0.5
> COc1ccc(-n2c(SCCN(C)C)nc3ccccc3c2=O)cc1
 : -3, 4, 15, 104, 1, 11, -3, 3, -0.9
> CCN(CC)C(=O)Cn1cc(/C=C2\C(=O)NC(=O)N(c3ccccc3F)C2=O)c2ccccc21
 : -20, -2, 0, 96, 8, -15, -10, 23, -8.9
> CN(CCOc1ccc(C=C2C(=O)NC(=O)NC2=O)cc1)c1ccccn1
 : 0, -3, -3, 110, 0, -2, -2, 0, 1.5
> O=C(COc1ccc2ccccc2c1)N1CCN(Cc2c[nH]c3ccccc23)CC1
 : 4, -1, -6, 123, 3, -2, 5, -2, 7.8
> CCOC(=O)c1c(NC(=O)C(c2ccccc2)c2ccccc2)sc2c1C1CCN2CC1
 : 19, 0, -1, 79, 7, -5, 4, -4, 1.1
> COC[C@]12CN(C)C3C4[C@H](OC)[C@H]1C3([C@@H](OC)C[C@H]2O)[C@@H]1C[C@@]2(O)[C@H](OC(=O)c3ccccc3)[C@@H]1[C@]4(OC(C)=O)[C@@H](O)[C@@H]2OC
 : -5, -2, 14, 102, 1, 0, -9, -2, 0.6
> COc1ccc(NC(=O)c2cn(CCC#N)nc2-c2cccc(Br)c2)cc1
 : 13, -2, -4, 100, 0, 5, 3, -4, 0.0
> Cn1c(O)c(/C=C2/C=CC=N2)c(=O)[nH]c1=O
 : 8, 4, 6, 97, -3, -3, -2, 1, -2.6
> O=C(c1ccc(F)cc1Cl)N1CCC2(CC1)OCCO2
 : -3, 1, 1, 96, -6, -5, -6, -1, 2.3
> COc1ccc(-n2c(O)c(C(C)=NC3CC3)c(=O)[nH]c2=O)cc1
 : 8, 3, 12, 94, -4, -11, 2, -5, 0.8

Some of the compounds tested, so the mix of outcomes need not match the whole.
